Runt-SMMHC FRET: inhibitors of RUNX1 Runt–CBFb-SMMHC binding, primary screen, biochemical, FRET, Cerulean-Runt, Venus-CBFb-SMMHC, uHTS. Runt-related transcription factor 1 (Homo sapiens) + Core-binding factor subunit beta …. Cerulean-Runt/Venus-CBFb-SMMHC FRET ratio 530/480, 1 h. inhibition, % at 20 µM. actives 0.74% (n = 220,000);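 active means mean inhibition across duplicate retests at 20 µM reaching about 50%, limit read from the data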;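 further: 0% = DMSO wells and 100% = wells with excess untagged CBFb-SMMHC; inhibitors lower the FRET ratio by blocking Runt binding to CBFb-SMMHC; some results filed as inactive read as strong as hits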
hK5 inh: human KLK5 protease inhibitors, primary screen, biochemical, 1536-well. AID 873, 2007. recombinant hK5, fluorogenic AMC substrate cleavage. inhibition, % at 5 µM. actives 0.59% (n = 210,000);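 active means inhibition of 40% or more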;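 further: 0% = enzyme controls without compound and 100% = no-enzyme blanks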
Target sequence (Q9Y337 67-293 limits assumed): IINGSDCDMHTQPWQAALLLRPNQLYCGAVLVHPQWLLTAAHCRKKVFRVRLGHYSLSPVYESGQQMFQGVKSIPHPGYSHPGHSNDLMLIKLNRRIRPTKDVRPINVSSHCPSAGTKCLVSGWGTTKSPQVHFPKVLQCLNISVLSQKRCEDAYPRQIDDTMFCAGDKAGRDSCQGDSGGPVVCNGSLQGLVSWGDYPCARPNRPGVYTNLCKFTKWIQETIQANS
Wee1 stabilizer: Wee1 degradation inhibitors, primary screen, cell-based, HeLa, Wee1K328M-luciferase, luminescence; HeLa Luc-Wee1K328M stability; 100% = proteasome inhibitor MG132 effect; reporter increase, % at 5 µM; actives 1.2% (n = 220,000);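 active means activation above the mean of all tested compounds plus 3 SD, set per screening run, cut at about 8.8% in these data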;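 further: cells exposed to compound for 20 h before luminescence read; 0% = DMSO alone and 100% = MG132 at 30 µM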
Thrombin inh: human alpha-thrombin inhibitors, primary screen, counter-screen for coagulation protease inhibitor project, biochemical, 1536-well, fluorogenic AMC substrate. actives 0.26% (n = 220,000). Prothrombin (Homo sapiens), P00734. inhibition, % at 5 µM. Boc-VPR-AMC fluorogenic substrate cleavage. AID 1046, 2008;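 active means inhibition at or above 40%; inactive means inhibition below 40%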;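 further: 0% = enzyme with no compound and 100% = wells without enzyme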
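Material: human alpha-thrombin protein. Incubation: reaction at ambient temperature. Technique: fluorescence of released AMC, ex 355 nm, em 460 nm. Control set: no-compound enzyme wells and no-enzyme blanks. Also added: Boc-VPR-AMC substrate, 15 µM final. Buffer or medium: pH 7.5 Tris (50 mM) with NaCl 150 mM, Tween 20 0.05%.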
FXIa inh: human FXIa protease inhibitors, primary screen, biochemical, 1536-well; Coagulation factor XI (Homo sapiens), P03951; purified FXIa, Boc-Glu-Ala-Arg-AMC fluorogenic substrate; inhibition, % at 5 µM; actives 0.14% (n = 220,000);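 active means inhibition of at least 40%; inactive means inhibition below 40%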;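 further: fluorescence of freed AMC excited at 355 nm; 0% = enzyme without compound and 100% = no enzyme blank; many of its hits are not listed in these tables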
Hck-Nef inh: inhibitors of Nef-activated human Hck kinase, primary screen, biochemical, Z-Lyte FRET, 384-well, Hck-YEEI | inhibition, % at 20 µM | Recombinant Hck-YEEI plus Nef, Z-Lyte FRET kinase assay | Tyrosine-protein kinase HCK (Homo sapiens), P08631 | actives 0.68% (n = 220,000);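 active means Hck-Nef kinase inhibition above about 50%, limit read from the data; inactive means inhibition below that limit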;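 further: 0% = DMSO with Hck plus Nef and 100% = Hck alone without Nef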
Runt-CBFb FRET: inhibitors of RUNX1 Runt–CBFb binding, primary screen, biochemical, FRET, Cerulean-Runt, Venus-CBFb, uHTS. actives 0.46% (n = 220,000). Cerulean-Runt/Venus-CBFb FRET ratio 530/480, 1 h. AID 1496, 2009. inhibition, % at 20 µM. Runt-related transcription factor 1 (Homo sapiens) + Core-binding factor subunit beta …;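 active means inhibition over about 50% at 20 µM in the single-dose screen, limit read from the data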;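 further: 0% = DMSO wells and 100% = excess unlabeled CBFb competitor control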
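test system = Cerulean-tagged RUNX1 Runt domain (FRET donor) fusion protein | reagent = Venus-CBFb binding partner, 100 nM | incubation = protein complex preformed 1 h, compound exposure 1 h, room temperature, dark | detection = FRET fluorescence | read-out basis = loss of energy transfer signal | controls = 5 µM unlabeled CBFb as full-inhibition high control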
14-3-3 Bad inh: inhibitors of 14-3-3 zeta/Bad binding, primary screen, biochemical, TR-FRET, bovine 14-3-3 zeta | 14-3-3 protein zeta/delta (Bos taurus), P63103 | AID 781, 2007 | inhibition, % at 21.7 µM | actives 0.71% (n = 220,000) | TR-FRET 14-3-3zeta/Dy647-pBad peptide displacement, 1 h;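 active means inhibition above about 70%, limit read from the data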;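 further: 0% = full 14-3-3 plus peptide FRET controls and 100% = background without 14-3-3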
FXIIa inh: human FXIIa protease inhibitors, primary screen, biochemical, 1536-well. Coagulation factor XII (Homo sapiens), P00748. purified FXIIa, Boc-QGR-AMC fluorogenic substrate, 2 h. inhibition, % at 5 µM. actives 0.3% (n = 220,000). AID 800, 2007; in the data active means inhibition above about 40%;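 further: 0% = enzyme with no compound and 100% = blank without enzyme; many of its hits are not listed in these tables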
Target sequence (P00748 20-372 limits assumed): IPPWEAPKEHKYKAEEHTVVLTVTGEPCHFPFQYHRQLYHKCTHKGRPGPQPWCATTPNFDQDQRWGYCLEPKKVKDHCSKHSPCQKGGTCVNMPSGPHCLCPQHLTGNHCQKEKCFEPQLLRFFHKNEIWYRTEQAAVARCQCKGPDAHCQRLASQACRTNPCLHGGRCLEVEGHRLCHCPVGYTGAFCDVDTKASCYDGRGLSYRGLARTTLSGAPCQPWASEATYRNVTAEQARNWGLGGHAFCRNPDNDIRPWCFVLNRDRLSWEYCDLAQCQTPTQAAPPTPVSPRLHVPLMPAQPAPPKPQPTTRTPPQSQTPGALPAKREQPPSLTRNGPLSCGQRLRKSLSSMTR
Target sequence (P00748 373-615 limits assumed): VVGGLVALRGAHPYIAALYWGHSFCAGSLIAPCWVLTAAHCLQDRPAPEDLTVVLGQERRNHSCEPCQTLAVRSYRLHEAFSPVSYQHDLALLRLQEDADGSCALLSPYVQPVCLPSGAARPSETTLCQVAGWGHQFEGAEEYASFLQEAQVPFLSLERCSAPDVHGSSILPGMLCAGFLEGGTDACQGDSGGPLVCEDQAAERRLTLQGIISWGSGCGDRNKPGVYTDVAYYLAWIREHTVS
Starred values were filed as active, the others as inactive; · = not tested or not shown; [ ] = dose if it differs, or a comment.

No.	molecule	Runt-SMMHC FRET	hK5 inh	Wee1 stabilizer	Thrombin inh	FXIa inh
1	O=C(Cn1nnc(-c2ccc(NC(=O)c3ccccc3F)cc2)n1)NCc1ccc(F)cc1	-3	0	2	-2	-1
2	COc1ccc(N2C(=O)CC(N3CCN(S(=O)(=O)c4cc(C)ccc4C)CC3)C2=O)cc1 (stereo not given)	2	0	-4	·	4
3	Clc1cc(Cl)cc(Nc2ncnc(-n3cccc3)n2)c1	-6	-1	0	2	13
4	Cc1cc(C)c(NC(=O)NC(=O)C(Cl)(Cl)Cl)c(C)c1	-4	-21	-2	5	-3
5	CCOc1ccc(N(Cc2cc3cc(OC)ccc3[nH]c2=O)C(=O)C2CCCO2)cc1 (stereo not given)	0	-24	2	-1	-16
6	COc1ccc(S(=O)(=O)N2CCCCC2)cc1C(C)C	0	-11	2	2	-14
7	O=C(CCN1CCCCC1)c1ccc2c(c1)OCO2	-4	-9	-2	-6	-4
8	C(=C\c1nccc2c1[nH]c1ccccc12)/c1ccccc1	80*	-14	5	-11	-9

No.	Hck-Nef inh	Runt-CBFb FRET	14-3-3 Bad inh	FXIIa inh
1	61*	3	49	3
2	28	-1	0	5
3	8	3	3	12
4	-8	1	-1	-7
5	2	-1	·	-14
6	-1	-4	-1	-5
7	1	2	-2[fluorescence artefact?]	13
8	164*	22	0	-13

Continuation.
No.	molecule	Runt-SMMHC FRET	hK5 inh	Wee1 stabilizer	Thrombin inh	FXIa inh
9	Cc1ccc2oc(/N=C(\N)NC(=O)C3CC3)nc2c1	-3	0	9.3*	0	2
10	CCOc1ccc(C2/C(=C(\O)c3cccc(OC)c3)C(=O)C(=O)N2c2ccccn2)cc1OC (stereo not given)	-7	-4	-3	-5	-3
11	CC(OC(=O)c1ccncc1)C(=O)Nc1ccc([N+](=O)[O-])cc1Cl (stereo not given)	1	-2	4	-6	-5
12	O=C(NCCN1CCOCC1)NC1(C(F)(F)F)Oc2ccccc2O1	-2	1	-1	0	2
13	COc1cc(NS(C)(=O)=O)c(OC)cc1NC(=O)c1ccccc1	0	-3	-1	-10	-10
14	CC1CC(CCC(=O)NC(=S)Nc2ccc(Cl)cn2)C(=O)O1 (stereo not given)	4	1	2	0	-3
15	O=S(=O)(Nc1cc(C(F)(F)F)ccc1N1CCOCC1)c1ccc2ccccc2c1	-8	-17	2	-2	6
16	COc1ccc(N(CC(=O)NCCSC(C)(C)C)S(C)(=O)=O)c(OC)c1	2	-2	-3	6	-4

No.	Hck-Nef inh	Runt-CBFb FRET	14-3-3 Bad inh	FXIIa inh
9	-28	2	-15	8
10	20	-4	-4	3
11	19	0	-2	4
12	0	-2	-1	17
13	1	5	-8	-9
14	14	0	-9	5
15	2	-7	-7	12
16	-1	-1	-6	16

Among those listed so far, these contain fluorine.
No.	molecule	Runt-SMMHC FRET	hK5 inh	Wee1 stabilizer	Thrombin inh	FXIa inh
1	O=C(Cn1nnc(-c2ccc(NC(=O)c3ccccc3F)cc2)n1)NCc1ccc(F)cc1	-3	0	2	-2	-1
12	O=C(NCCN1CCOCC1)NC1(C(F)(F)F)Oc2ccccc2O1	-2	1	-1	0	2
15	O=S(=O)(Nc1cc(C(F)(F)F)ccc1N1CCOCC1)c1ccc2ccccc2c1	-8	-17	2	-2	6

No.	Hck-Nef inh	Runt-CBFb FRET	14-3-3 Bad inh	FXIIa inh
1	61*	3	49	3
12	0	-2	-1	17
15	2	-7	-7	12

Record cards, from the list above.
`COc1ccc(N(CC(=O)NCCSC(C)(C)C)S(C)(=O)=O)c(OC)c1` across the screens: Runt-SMMHC FRET = 2; hK5 inh = -2; Wee1 stabilizer = -3; Thrombin inh = 6; FXIa inh = -4; Hck-Nef inh = -1; Runt-CBFb FRET = -1; 14-3-3 Bad inh = -6; FXIIa inh = 16
`O=S(=O)(Nc1cc(C(F)(F)F)ccc1N1CCOCC1)c1ccc2ccccc2c1` across the screens: Runt-SMMHC FRET = -8; hK5 inh = -17; Wee1 stabilizer = 2; Thrombin inh = -2; FXIa inh = 6; Hck-Nef inh = 2; Runt-CBFb FRET = -7; 14-3-3 Bad inh = -7; FXIIa inh = 12

Following part:
No.	molecule	Runt-SMMHC FRET	hK5 inh	Wee1 stabilizer	Thrombin inh	FXIa inh
17	Cc1c(Cl)cccc1NC(=O)COC(=O)CN1C(=O)NC(C)(C)C1=O	-3	1	1	-5	-2
18	COc1cc2c(cc1OC)CN(C(=S)Nc1c(C)cccc1C)CC2	4	-10	3	1	5
19	COC(=O)CC1C(=O)NCCN1C(=O)c1ccccc1 (stereo not given)	2	-7	1	-1	1
20	COc1ccccc1NC(C)C(=O)N/N=C/c1cccs1 (stereo not given)	-1	-7	0	2	0
21	CCCCn1c(SCC(=O)NCC2CCCO2)nc2ccc(N3CCOCC3)cc2c1=O (stereo not given)	-4	0	1	-1	2
22	CCCCC(CC)C1OCC(CN2CCCCC2)O1 (stereo not given)	-6	-4	-1	-6	-2
23	CC(C)c1ccc(S(=O)(=O)c2nnn3c2nc(N2CCCCC2)c2ccccc23)cc1	1	0	-1	-4	4
24	COc1ccc(N2CCN(Cc3nc4ccccc4c(=O)[nH]3)CC2)cc1	-1	-16	1	-13	-5

No.	Hck-Nef inh	Runt-CBFb FRET	14-3-3 Bad inh	FXIIa inh
17	27	0	7	1
18	4	1	7[fluorescence artefact?]	7
19	-1	0	-7	17
20	37	0	-5	13
21	9	8	7	11
22	16	1	6	2
23	0	1	-4	11
24	-11	0	-16[fluorescence artefact?]	-16

The listing continues.
No.	molecule	Runt-SMMHC FRET	hK5 inh	Wee1 stabilizer	Thrombin inh	FXIa inh
25	Cc1c(NC(=O)COC(=O)C23CC4CC(CC(O)(C4)C2)C3)c(=O)n(-c2ccccc2)n1C	1	·	-3	-4	2
26	Cc1c(Cl)cccc1NC(=O)COc1ccc(S(=O)(=O)N2CCOCC2)cc1	0	-2	-1	-9	-2
27	O=C(CO/N=C/c1ccccc1OC(F)F)NCc1cccs1	3	-4	5	-7	-5
28	CC(C)CNC(=O)c1cnn2c(C(F)(F)F)cc(C(F)(F)F)nc12	-1	-1	0	-2	4
29	Cc1nn(C(=O)CNS(=O)(=O)c2ccccc2)c(C)c1Sc1ccc(Cl)cc1	3	-24	-1	-7	-2
30	CC(C)CN(C(=O)COC(=O)C1c2ccccc2Oc2ccccc21)C1CCS(=O)(=O)C1 (stereo not given)	2	-4	2	0	2
31	Cc1ccc(S(=O)(=O)NCC(=O)N2CCCC2)cc1	2	-5	-1	1	8
32	COc1ccc(/C=N/NC(=O)c2cccc(O)c2)cc1Cn1nc(C)c([N+](=O)[O-])c1C	-2	·	4	-1	3

No.	Hck-Nef inh	Runt-CBFb FRET	14-3-3 Bad inh	FXIIa inh
25	1	-1	-4	5
26	-2	0	2	4
27	-2	-1	-5	5
28	4	-2	-14	4
29	2	-1	-20	2
30	-1	-1	-2	12
31	-18	3	·	9
32	16	0	0	10

Following part
No.	molecule	Runt-SMMHC FRET	hK5 inh	Wee1 stabilizer	Thrombin inh	FXIa inh
33	CCOC(=O)N1CCC(NC(=O)c2cc(S(=O)(=O)N3CCC4(CC3)OCCO4)ccc2F)CC1	4	-6	-1	-5	2
34	CCOC(=O)c1sc(NC(=O)c2ccco2)nc1-c1ccccc1	0	-3	1	-4	-2
35	C/C=N/NC(=O)c1cc(Br)ccc1O	0	-2	1	3	2
36	COc1cccc(CNC(=O)C2CCCN(S(=O)(=O)c3cnc[nH]3)C2)c1 (stereo not given)	1	9	1	9	16
37	CCOc1ccc(C(=O)Nc2cccc(C(=O)O)c2)cc1Cl	3	-2	-5	-2	0
38	O=C1[C@@H]2[C@H]3CC[C@H](C3)[C@@H]2C(=O)N1O	-3	0	0	-8	2
39	CCOC(=O)c1oc2cc(O)c(CC)cc2c(=O)c1-c1ccc2c(c1)OCCO2	-3	-1	-3	-2	1
40	O=C(Cc1c[nH]c2ccccc12)NC1(C(=O)NC2CCCC2)CCCCC1	-5	-5	4	-8	-4

No.	Hck-Nef inh	Runt-CBFb FRET	14-3-3 Bad inh	FXIIa inh
33	2	0	4[fluorescence artefact?]	11
34	1	1	1	-33
35	1	1	-4[fluorescence artefact?]	1
36	2	2	-3	35
37	8	2	-6	·
38	5	0	0	3
39	-6	-1	-2	12
40	23	-1	32	4

(cont.)
No.	molecule	Runt-SMMHC FRET	hK5 inh	Wee1 stabilizer	Thrombin inh	FXIa inh
41	COC(=O)N(NC(=O)C(O)(c1ccccc1)c1ccccc1)c1ccc(C)cc1	3	-6	0	2	15
42	O=C(Nc1ccon1)c1sc2cc(F)ccc2c1Cl	-1	-20	4	1	0
43	NC(=S)N/N=C/c1coc2c(ccc3ccccc32)c1=O	-1	0	3	-3	9
44	COc1ccc(S(=O)(=O)NCCc2nnc3ccc(SCC(=O)Nc4nc(C)cs4)nn23)cc1	-62	1	-3	-2	12
45	CCOC(=O)C(NC(=O)c1ccccc1)(OCc1ccccc1)C(F)(F)F (stereo not given)	4	2	-1	-9	-17
46	COc1ccc(CNC(=O)CSc2nnnn2C)cc1OC	-3	-4	0	-6	10
47	CCOC(=O)N1CCN(C(=O)COc2ccc(Br)cc2Cl)CC1	2	-23	3	2	6
48	COc1ccc(-n2nc(C(=O)Nc3cc(OC)c(OC)c(OC)c3)c3ccccc3c2=O)c(OC)c1	-6	·	5	-3	-1

No.	Hck-Nef inh	Runt-CBFb FRET	14-3-3 Bad inh	FXIIa inh
41	3	-1	3	3
42	6	-2	8[fluorescence artefact?]	1
43	61*	0	89*[fluorescence artefact?]	12
44	3	0	6	9
45	0	-1	9	0
46	20	1	1	6
47	0	2	3	7
48	23	-6	2	4
